tim10-1 inh: inhibits growth of tim10-1 mutant yeast. S. cerevisiae tim10-1 ts strain growth, BacTiter-Glo, 24 h. inhibition, % at 20 µM. 2.2% of 330,000 active. AID 463190;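 active means inhibition of at least 40%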;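 further: mutant grown at 25 °C; 0% = DMSO wells with yeast and 100% = wells holding no yeast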
GRIN3A LBD mod: modulates the human NR3A ligand-binding domain | NR3A LBD differential scanning fluorimetry, Tm shift; 0% = protein alone, 100% = glycine-bound protein | Tm shift relative to glycine control, % at 25 µM | 2.5% of 340,000 active | AID 1259313;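 active means melting temperature shift of at least 10% of the positive control shift, at one fixed dose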
TIM10 inh: TIM10 yeast growth inhibition; inhibition, % at 10 µM; 1.4% of 330,000 active; S. cerevisiae TIM10 strain growth, BacTiter-Glo luminescence, 24 h;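 active means inhibition of 40% or more at the single tested concentration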;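 further: wild-type TIM10 isogenic control strain grown at permissive 25 °C; 0% = DMSO yeast wells and 100% = minimal medium wells without yeast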
NLRP3 yeast inh: NALP3 inhibition in yeast. Yeast reconstituted NLRP3/ASC/caspase-1, beta-gal luminescence, 24 h. inhibition, % at 10 µM. 0.39% of 330,000 active. AID 2825;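 active means inhibition of 50% or more; inactive means inhibition below 50%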;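 further: plate controls were induced DMSO wells for no effect and uninduced yeast grown without galactose for full effect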
Mdm2-MdmX inh: human Mdm2/MdmX binding inhibition | SaOS-2 split-luciferase Mdm2/MdmX complementation, luminescence | inhibition, % at 8 µM | 3% of 330,000 active;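 active means inhibition of at least 50% at 8 µM in the primary screen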
CHOP UPR activ: activators of apoptotic arm of unfolded protein response (CHOP); activation, % at 10 µM; AID 449763; CHO-CHOP luciferase reporter, UPR activation, luminescence; percent of tunicamycin response over DMSO baseline; 0.34% of 330,000 active;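 active means at 10 µM dose, activation of 40% or more, normalized to positive control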;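 further: 100% = tunicamycin at 10 µg/mL and 0% = DMSO alone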
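Evaluation: % reporter activation, DMSO baseline versus tunicamycin full activation; System: CHO-CHOP luciferase reporter cell line; Input: 500 cells/well; Incubation: 6 h compound treatment, 37 °C; Measured by: Steady-Glo luciferase luminescence; Dosing: one dose, 10 µM in 0.5% DMSO; Buffer or medium: F12 medium, 10% FBS; Benchmarks: positive tunicamycin 10 µg/mL, negative DMSO alone.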
tim23-1 inh: tim23-1 yeast growth inhibition | inhibition, % at 20 µM | S. cerevisiae tim23-1 growth, BacTiter-Glo luminescence, 24 h | 1.3% of 330,000 active | AID 463212;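 active means growth inhibition of the mutant yeast at or above 50%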;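 further: temperature-sensitive mutant grown at 25 °C; plate controls were DMSO-treated mutant yeast for no effect and medium wells lacking yeast for full effect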
APJ agonist: agonists of human APJ apelin receptor. AID 2520. activation, % at 20 µM. CHO-K1 APJ PathHunter beta-arrestin, luminescence; 0% DMSO wells, 100% apelin. 0.11% of 330,000 active. P35414;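 active means activation more than six SD over the plate average, tested at 20 µM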;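 further: 0% = DMSO alone and 100% = apelin-13 at 10 nM; some results filed as inactive read as strong as hits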
Target sequence (P35414 whole entry, looked up): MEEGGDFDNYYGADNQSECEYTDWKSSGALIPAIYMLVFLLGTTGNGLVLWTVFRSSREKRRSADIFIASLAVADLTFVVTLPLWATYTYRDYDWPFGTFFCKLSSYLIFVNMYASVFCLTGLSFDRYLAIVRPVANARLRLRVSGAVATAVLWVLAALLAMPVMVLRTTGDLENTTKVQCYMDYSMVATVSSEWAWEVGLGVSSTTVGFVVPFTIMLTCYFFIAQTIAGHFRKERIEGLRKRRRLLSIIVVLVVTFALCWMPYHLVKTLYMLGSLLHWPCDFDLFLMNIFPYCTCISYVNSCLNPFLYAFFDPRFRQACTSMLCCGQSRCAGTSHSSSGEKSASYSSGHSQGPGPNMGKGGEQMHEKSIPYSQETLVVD
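Incubation: overnight seeding, 90 min compound at 25 °C, 1 h detection; test system: PathHunter CHO-K1 APJ (AGTRL-1) beta-arrestin reporter cells; amount: 1000 cells/well; doses: one dose, 20 µM compound, 1% DMSO; measured by: beta-gal luminescence; measure: agonist-driven arrestin binding to APJ; benchmarks: negative DMSO alone, positive Apelin-13 at 10 nM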
XBP1 UPR activ: adaptive UPR (XBP1) activation; CHO-XBP1 luciferase reporter, IRE1-XBP1 UPR activation, luminescence; percent of tunicamycin response, DMSO as zero; activation, % at 20 µM; 0.33% of 330,000 active; AID 463104;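 active means versus positive control, 20 µM dose yields 30% or more activation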;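 further: 100% = tunicamycin at 10 µg/mL and 0% = DMSO only wells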
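Signal: luciferase luminescence; Assay system: CHO-XBP1 luciferase reporter cells; Amount: one thousand reporter cells per well; Dosing: 20 µM single concentration, DMSO 1%; Benchmarks: high control tunicamycin 10 µg/mL final, low control DMSO vehicle only; Schedule: 6 h compound exposure at 37 °C, 5% CO2; Evaluation: percent activation relative to tunicamycin reference.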
Starred values were filed as active, the others as inactive; · = not tested or not shown.

Values run as follows: tim10-1 inh | GRIN3A LBD mod | TIM10 inh | NLRP3 yeast inh | Mdm2-MdmX inh | CHOP UPR activ | tim23-1 inh | APJ agonist | XBP1 UPR activ
CC(CC12CC3CC(CC(C3)C1)C2)NCc1ccccc1O (stereo not drawn)
    -42 | 2 | -2 | 30 | 47 | -0.3 | -12 | 4 | -7
COc1ccccc1N1CCN(C(=O)c2n[nH]c3ccccc23)CC1
    3 | -4 | 8 | 6 | 6 | 0.4 | 37 | 0 | 1
S=C(NCCc1ccccc1)NN=C1CCCCCC1
    36 | 1 | 36 | 28 | -47 | 5.7 | 32 | -6 | -1
O=c1c2[nH]c3ccccc3c2ncn1CCN1CCOCC1
    3 | 1 | -18 | 4 | 2 | -1.3 | -1 | -3 | -1
O=C1c2ccccc2C(=O)N1CC#CCN1CCN(C(c2ccccc2)c2ccccc2)CC1
    27 | -1 | 15 | -14 | 16 | 0.6 | 8 | -3 | 0
N#Cc1ccccc1COC(=O)CCCC1=NS(=O)(=O)c2ccccc2N1
    5 | 0 | -3 | 2 | 15 | -1.2 | -5 | 4 | -2
CN(CC(=O)Nc1ccc(F)cc1)CC(=O)N1CCCCCC1
    8 | 0 | 3 | -8 | -20 | -0.3 | 19 | -4 | -3
Cc1cc(C)cc(N(CC(=O)NC2CCCC2)C(=O)CCC(=O)Nc2nccs2)c1
    5 | -1 | 8 | 6 | 3 | 0.8 | -1 | -4 | -4
CC(C)c1ccc(N(C(=O)CNC(=O)c2ccco2)C(C(=O)NC2CCCC2)c2ccncc2)cc1 (stereo not drawn)
    22 | 1 | -8 | -2 | -11 | -2.2 | 23 | -4 | 2
C=CCNc1oc(-c2cccc3ccccc23)nc1C#N
    -2 | -6 | 6 | 23 | 6 | 3.8 | 9 | 1 | 13

Next section, overlapping the part above by 2 compounds.
Values run as follows: tim10-1 inh | GRIN3A LBD mod | TIM10 inh | NLRP3 yeast inh | Mdm2-MdmX inh | CHOP UPR activ | tim23-1 inh | APJ agonist | XBP1 UPR activ
CC(C)c1ccc(N(C(=O)CNC(=O)c2ccco2)C(C(=O)NC2CCCC2)c2ccncc2)cc1 (stereo not drawn)
    22 | 1 | -8 | -2 | -11 | -2.2 | 23 | -4 | 2
C=CCNc1oc(-c2cccc3ccccc23)nc1C#N
    -2 | -6 | 6 | 23 | 6 | 3.8 | 9 | 1 | 13
CCCCSc1nc(O)cc(=O)n1CC
    -32 | -5 | 6 | 15 | 6 | -1.0 | -2 | -2 | 1
Cc1ccc(C2=NN(CC(=O)O)C(=O)CC2)cc1
    -11 | 1 | 7 | 9 | 15 | 0.9 | 3 | -2 | -8
CC(C)NCC(=O)C12CC3CC(CC(C3)C1)C2
    12 | 1 | 10 | 5 | 26 | 0.9 | 9 | 1 | 0
COc1ccc(C(=O)NCCn2cc(SCC(=O)NCC3CCCO3)c3ccccc32)cc1OC (stereo not drawn)
    -23 | 2 | -4 | 9 | 15 | -1.1 | -2 | -1 | -3
Cc1onc(-c2c(F)cccc2Cl)c1C(=O)NCCO
    15 | 1 | 4 | -1 | 2 | 0.6 | 1 | -2 | -4
CCn1c(=O)c2cc(C(=O)NCc3cccs3)sc2c2ccccc21
    -21 | -28 | -21 | 10 | 38 | 0.5 | -20 | 0 | 4
CCOC(=O)Cn1c(=O)oc2cc(S(=O)(=O)N3CCN(C(=O)OCC)CC3)ccc21
    0 | 0 | 10 | -5 | 10 | -0.2 | 7 | -4 | -4
COc1ccc(C2c3[nH]c4ccccc4c3CCN2CCCn2cccn2)c(F)c1 (stereo not drawn)
    1 | 0 | -10 | -15 | -1 | -2.9 | 1 | -5 | -1
Cc1ccc(OCc2nnc(NC(=O)Cc3cccs3)s2)cc1
    8 | · | -12 | 12 | 25 | -2.7 | -9 | 5 | 3
Cc1ccc(N2CC(C(=O)NCCS(=O)(=O)N3CCN(c4ccccc4)CC3)CC2=O)cc1C (stereo not drawn)
    9 | 5 | -8 | 0 | 22 | 2.6 | 11 | 14 | -6
CC(=O)c1ccc(OCc2cc(C(=O)N(C)CCN3CCOCC3)no2)cc1
    -16 | -1 | 2 | 9 | -17 | 2.4 | 10 | 1 | -6
COc1cc([N+](=O)[O-])cc(/C=N/N(CCC#N)C(C)=O)c1O
    19 | -2 | -2 | -4 | 22 | -0.4 | 5 | -5 | -4
COc1ccc(S(=O)(=O)N(C)c2ccc(C(=O)N3CCCC3)cc2)cc1OC
    13 | -3 | -15 | -3 | 7 | 3.5 | 12 | -3 | 4
Cc1ccc(C)c(S(=O)(=O)N2CCC3(CC2)OCCN3S(=O)(=O)c2cccs2)c1
    -4 | 0 | -16 | 23 | -11 | 1.6 | 5 | 1 | -2
COc1ccc(-c2csc(NC(=O)CSCc3c(C)noc3C)n2)cc1OC
    16 | -3 | 10 | -9 | 31 | -1.7 | 21 | -1 | -6
CN1CC(=O)Nc2ccc(Br)cc2C1=O
    -15 | -5 | -21 | -5 | 5 | -0.9 | -16 | -1 | -4
CC(=O)NC(CC(=O)Nc1nc(C)cs1)c1ccccc1 (stereo not drawn)
    7 | -1 | 5 | -6 | 3 | 8.5 | 4 | -1 | 1
CC(=O)Nc1ccc(OCC(O)CN2CCCCC2C)cc1 (stereo not drawn)
    -1 | -3 | 1 | 0 | 4 | 0.8 | 6 | 3 | 0
O=C1CCCCCCCCCC/C(=N\O)CCCO1
    34 | 5 | 0 | 17 | 1 | -2.5 | 35 | 0 | 1
O=C(CN1CCN(S(=O)(=O)c2ccccc2)CC1)NCc1ccccc1
    10 | -2 | -8 | 11 | 10 | -1.5 | 9 | -4 | -3
O=[N+]([O-])c1cc(F)c(N2CCOCC2)cc1N1CCCCC1
    34 | 0 | 12 | 6 | -3 | -1.7 | 10 | -6 | 1
C[C@H](CO)N1C[C@H](C)[C@@H](CN(C)C(=O)Nc2ccc3c(c2)OCO3)Oc2ccc(NC(=O)CCN3CCOCC3)cc2C1=O
    -4 | -2 | -4 | 5 | 6 | 0.2 | 0 | -2 | 0
CCN(C[C@H]1N[C@@](Cc2ccccc2)(C(=O)OC)[C@H]2C(=O)N(Cc3ccccc3)C(=O)[C@@H]12)S(=O)(=O)c1ccccc1
    16 | 2 | 18 | 1 | 25 | 0.5 | 22 | -5 | -2
CCN(CC)S(=O)(=O)c1ccc2c(c1)N(CC(=O)NCCc1ccc(S(N)(=O)=O)cc1)C(=O)CO2
    13 | -3 | -1 | 11 | -2 | 0.1 | 2 | -1 | 0
CCOC(=O)C1CCN(S(=O)(=O)c2cn(C)cn2)CC1
    -8 | 1 | 14 | -6 | 11 | 1.2 | -6 | 0 | 6
N#CCCC(CCC#N)(CCC#N)c1cc[n+](CCc2ccccn2)cc1
    4 | 1 | -2 | 24 | 21 | -1.8 | 16 | 6 | -1
COc1ccccc1C1=Nc2cccc3cccc(c23)N1
    12 | -30 | 8 | 38 | 11 | 2.7 | 11 | 3 | -3
COc1ccc(C(=O)Nc2ccc(S(=O)(=O)Nc3nccnc3OC)cc2)cc1
    3 | -2 | 15 | 4 | 19 | 1.1 | 4 | -2 | -1
CCOC(=O)c1cccnc1SCc1cc(=O)n2ccccc2n1
    17 | 3 | -5 | 15 | 12 | 0.0 | 71* | -3 | 0
COC(=O)C1=C(C)NC2=C(C(=O)CCC2)C1c1cn(Cc2ccc(Cl)cc2Cl)nc1-c1ccccc1 (stereo not drawn)
    19 | -5 | 30 | 8 | 27 | 5.6 | 19 | 0 | -3
CCC(=O)Nc1ccc(NC(=O)CSc2nnnn2C(C)C)cc1
    3 | -3 | 9 | 5 | 13 | 0.7 | 3 | -3 | 0
CC1CC(C)CN(C(=O)COc2ccc([N+](=O)[O-])cc2Cl)C1 (stereo not drawn)
    -46 | -1 | -8 | -14 | 13 | -0.3 | 22 | -2 | -1
Cc1ccc(C)c(NC(=O)CSc2n[nH]c(-c3ccncc3)n2)c1
    -2 | -1 | 5 | 0 | 9 | 1.3 | 6 | -3 | 0
O=C(CCN1C(=O)/C(=C/c2ccc(F)cc2)SC1=S)NC1C=CS(=O)(=O)C1 (stereo not drawn)
    -4 | 2 | -1 | 7 | 17 | 2.3 | 10 | 0 | 4
S=c1[nH]nc(COc2ccccc2)n1/N=C/c1ccc(Cl)cc1
    17 | -4 | 26 | 31 | 6 | 0.8 | 17 | -3 | -2
CCOc1ccc(NC2c3ccccc3C(=O)N2c2ccc(Cl)cn2)cc1 (stereo not drawn)
    21 | 1 | 3 | 19 | 10 | 1.3 | 25 | -4 | -1
CCOC(=O)N1CCN(C(=O)CN(c2ccc(OCc3ccccc3)cc2)S(C)(=O)=O)CC1
    16 | 0 | 10 | -10 | 18 | -0.5 | 3 | -4 | -2
Cc1ccc(CNc2ccc(N3C(=O)CC(C)C3=O)cc2[N+](=O)[O-])cc1 (stereo not drawn)
    5 | -3 | 7 | 30 | 12 | 1.1 | 21 | -4 | 0
O=C(COc1ccc(Cl)cc1Cl)Nc1ccccc1NS(=O)(=O)c1cccs1
    20 | 5 | -8 | 9 | -76 | 2.2 | 0 | -1 | 3
C=CCn1c(SCC(=O)N(C)C2CCCCC2)nnc1C1CC1
    13 | 0 | 2 | 13 | -29 | -2.3 | 6 | -1 | 0
COCc1c(C(=O)N2CCN(Cc3ccc(C#N)cc3)CC2)oc2ccccc12
    15 | -2 | 10 | 3 | 5 | 2.0 | 5 | -1 | -1
CCOC(=O)c1cc(-c2ccc(OC)cc2OC)nn1-c1ccc(C(=O)O)cc1
    9 | -4 | 7 | -8 | 8 | 0.2 | 13 | -3 | -4
Cc1noc2ncnc(N3CCN(c4ccc(F)cc4)CC3)c12
    -9 | -2 | -5 | 12 | -1 | -1.3 | 2 | -4 | -3
COc1c(Cl)ccc(Cl)c1C(=O)NC(=S)N1CCOCC1
    1 | 0 | 11 | 13 | 21 | -0.9 | 7 | -3 | -3
CC(C)CNc1ncnc2c1cnn2Cc1ccccc1Cl
    21 | 0 | 19 | 27 | 1 | 0.5 | 14 | -1 | 10
Cc1occc1C(=O)O/N=C(\N)c1ccccc1
    28 | 2 | 24 | -11 | 72* | -1.9 | 44 | -1 | -6

Compound profiles, from the list above. Values in the order: tim10-1 inh | GRIN3A LBD mod | TIM10 inh | NLRP3 yeast inh | Mdm2-MdmX inh | CHOP UPR activ | tim23-1 inh | APJ agonist | XBP1 UPR activ
CCN(CC)S(=O)(=O)c1ccc2c(c1)N(CC(=O)NCCc1ccc(S(N)(=O)=O)cc1)C(=O)CO2 reads 13 | -3 | -1 | 11 | -2 | 0.1 | 2 | -1 | 0
Cc1ccc(C)c(NC(=O)CSc2n[nH]c(-c3ccncc3)n2)c1 reads -2 | -1 | 5 | 0 | 9 | 1.3 | 6 | -3 | 0

Bioassay records as filed in PubChem.

Outcome played no part in choosing rows, and some 8.2% of all compounds hit somewhere here.
